Assay outcomes deposited in PubChem BioAssay by several laboratories.
ABCB1 block: inhibitors of human ABCB1 transporter, ABCG2 counter-screen. P08183. CCRF-Adr cells, JC-1 efflux, flow cytometry. inhibition, % at 6.6 µM. actives 0.067% (n = 190,000); in the data active = inhibition above about 40%;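 note: 0% = vehicle and 100% = reference inhibitor; higher value means more JC-1 retained so stronger ABCB1 efflux block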
Cdc42 wt: changes GTP binding to wildtype human Cdc42. percent activity (GTP binding), % at 10 µM. actives 0.2% (n = 190,000). P60953. GST-Cdc42 beads, Bodipy-GTP binding, flow cytometry; actives lie on both sides;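 active = percent activity GTP binding at least 20 points away from the 100% baseline, either down as inhibitor or up as activator; inconclusive = compound flagged as likely green fluorescent from well-wide comparison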;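 note: median bead fluorescence of bound Bodipy-FL-GTP at 100 nM; 0% = excess unlabeled GTP control and 100% = no compound control; below 100% means less GTP binding so inhibitor and above means activator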
Target sequence (P60953 whole entry, looked up): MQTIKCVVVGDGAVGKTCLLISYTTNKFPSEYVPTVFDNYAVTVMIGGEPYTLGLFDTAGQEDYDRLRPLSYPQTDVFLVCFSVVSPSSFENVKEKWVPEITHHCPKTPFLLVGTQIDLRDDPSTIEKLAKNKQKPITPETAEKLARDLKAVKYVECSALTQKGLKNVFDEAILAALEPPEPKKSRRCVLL
GSH fluor: compound fluoresces at 488/530 nm on GSH beads; GSH beads flow cytometry, compound fluorescence 488/530 nm; stronger effect = higher value; fluorescence (KMESF) at 10 µM; actives 0.25% (n = 190,000); AID 1776; in the data active = fluorescence above about 89;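 note: glutathione beads carrying GST-tagged Bcl family fusion proteins plus one bare bead set; values are compound well signal with DMSO vehicle wells as background; inactives centre near 16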
Pf gamet viab: P. falciparum stage V gametocyte viability inhibition; P. falciparum stage V gametocytes, ATP luminescence, 24 h; inhibition, % at 10.9 µM; actives 0.065% (n = 150,000); AID 743093;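 active = inhibition above the mean plus 3 SD of compounds within the control limits, set per campaign, cut at about 38% in these data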;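 note: 0% = DMSO wells and 100% = medium only without gametocytes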
Rab2A wt mod: changes GTP binding to wildtype dog Rab2A, up or down. P61105. GST-Rab2 wt beads, Bodipy-GTP binding, flow cytometry. GTP binding activity, % at 10 µM. actives 0.19% (n = 190,000). AID 760;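 active = GTP binding activity at least 20 points away from 100%, either lowered or raised; inconclusive = signal likely due to the compound's own green fluorescence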;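 note: 0% = beads with excess unlabeled GTP and 100% = no-compound control corrected for plate trend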
Rac1 mut GTP: human Rac1 activated mutant GTP binding change; percent activity (GTP binding), % at 10 µM; GST-Rac1 activated beads, fluorescent GTP binding, flow cytometry; actives lie on both sides; 100% means binding = to untreated wells; P63000; actives 0.11% (n = 190,000);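 active = GTP binding at least 20 percentage points away from the 100% baseline, in either direction, so actives lie on both sides; inconclusive = Compound likely fluorescent itself, or too few beads counted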
Rac1 wt GTP bind: alters GTP binding to wildtype human Rac1. GST-Rac1 beads, fluorescent GTP binding, flow cytometry; actives lie on both sides; 0 = cold GTP competed, 100 = untreated. GTP binding activity (% of control), % at 10 µM. actives 0.27% (n = 190,000). AID 757;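 active = GTP binding activity at least 20 points away from the 100% control level, either lower or higher; inconclusive = compound flagged as likely green fluorescent, judged across all proteins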
Rab7 wt GTP bind: alters GTP binding to wildtype dog Rab7. GST-Rab7 beads, fluorescent GTP binding, flow cytometry; actives lie on both sides; untreated = 100%, excess cold GTP = 0%. GTP binding activity (percent of control), % at 10 µM. actives 0.055% (n = 190,000). AID 758;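 active = fluorescent GTP binding to Rab7 beads changed by at least 20 points from the 100% baseline, either direction, mostly lower; inconclusive = compound itself probably fluorescent, or too few beads counted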;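 note: median green fluorescence of bound Bodipy-FL-GTP per Rab7 bead population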
ABCG2 inh: human ABCG2 inhibition, ABCB1 as counter-screen. inhibition, % at 6.6 µM. actives 0.1% (n = 190,000). IgMXP3 cells, JC-1 efflux, flow cytometry. Q9UNQ0;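 active = inhibition above 80%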;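 note: 0% = DMSO and 100% = nicardipine control wells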
Target sequence (Q9UNQ0 whole entry, looked up): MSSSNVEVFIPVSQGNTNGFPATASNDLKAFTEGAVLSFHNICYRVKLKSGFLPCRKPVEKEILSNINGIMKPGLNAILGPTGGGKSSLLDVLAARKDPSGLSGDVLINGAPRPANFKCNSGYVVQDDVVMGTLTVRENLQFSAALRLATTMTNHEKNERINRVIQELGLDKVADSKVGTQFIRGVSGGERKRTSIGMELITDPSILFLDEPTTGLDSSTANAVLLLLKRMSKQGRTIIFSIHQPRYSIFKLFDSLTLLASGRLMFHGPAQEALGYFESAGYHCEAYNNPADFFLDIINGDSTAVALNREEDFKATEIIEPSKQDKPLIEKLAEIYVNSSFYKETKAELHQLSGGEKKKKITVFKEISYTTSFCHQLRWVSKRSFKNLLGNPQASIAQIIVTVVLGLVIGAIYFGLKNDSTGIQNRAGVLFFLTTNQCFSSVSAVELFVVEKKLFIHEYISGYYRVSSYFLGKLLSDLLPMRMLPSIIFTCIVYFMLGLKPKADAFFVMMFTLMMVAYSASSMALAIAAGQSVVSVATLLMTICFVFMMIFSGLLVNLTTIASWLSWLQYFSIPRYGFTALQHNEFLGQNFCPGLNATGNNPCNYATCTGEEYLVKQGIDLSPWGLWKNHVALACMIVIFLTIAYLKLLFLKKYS
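Measure – % inhibition of efflux relative to nicardipine and DMSO · Test system – ABCG2 IgMXP3 and barcoded ABCB1 CCRF-Adr cell mix · Control set – nicardipine as high control, DMSO as low control · Compound – one concentration, 6.6 µM final · Signal – flow cytometry of retained JC-1 fluorescence · Timing – 10 min exposure at 25 °C with rotation, no wash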
Avidin fluor: avidin bead compound fluorescence profile; Avidin beads, compound fluorescence 488/530 nm, flow cytometry; stronger effect = higher value; fluorescence (KMESF) at 10 µM; actives 0.38% (n = 220,000); AID 1775; in the data active = fluorescence above about 47; note: inactives centre near 10
HRas wt GTP: changes GTP binding to wildtype human HRas | GTP binding activity, % at 10 µM | GST-Ras wt beads, Bodipy-FL-GTP binding, flow cytometry; actives lie on both sides | AID 759 | P01112 | actives 0.14% (n = 190,000);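 active = GTP binding activity at least 20% away from the 100% baseline, either lowered as inhibitor or raised as activator; inconclusive = flagged as likely green fluorescent, judged across all proteins in the well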;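 note: 0% = unlabeled GTP competition control and 100% = no-compound control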
Target sequence (P01112 whole entry, looked up): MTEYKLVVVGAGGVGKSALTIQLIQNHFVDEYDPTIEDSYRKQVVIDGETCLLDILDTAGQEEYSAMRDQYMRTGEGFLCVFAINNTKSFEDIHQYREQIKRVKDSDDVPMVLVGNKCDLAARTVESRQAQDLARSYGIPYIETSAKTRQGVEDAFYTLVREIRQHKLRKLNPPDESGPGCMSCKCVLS
* hit, by the source's call; ? = inconclusive; . = not tested or not shown.

SMILES	ABCB1 block	Cdc42 wt	GSH fluor	Pf gamet viab	Rab2A wt mod	Rac1 mut GTP	Rac1 wt GTP bind	Rab7 wt GTP bind	ABCG2 inh	Avidin fluor	HRas wt GTP
NCC12CC3CC(C1)CC(c1ccc(Cl)cc1)(C3)C2	1.2	101	13	10	100	102	105	98	8	10	101
C=CCn1c(O)c(N=NC(=S)Nc2ccccc2C)c2cc(S(=O)(=O)N3CCOCC3)ccc21	-1.1	109	18	19	101	101	112	102	-2	6	101
Cc1ccc(OCCn2cc(C(=S)N3CCCC3)c3ccccc32)cc1C	0.6	96	17	.	95	92	95	97	2	30	98
O=c1cc(CO)oc(CN2CCC(Cc3ccccc3)CC2)c1O	0.6	100	67	-4	101	99	99	101	2	14	101
O=C(COC(=O)c1ccccc1NC(=O)c1ccco1)NC1CC1	0.7	95	10	20	95	96	102	105	7	13	99
c1ccc2c(-c3csc(-c4ccncc4)n3)c[nH]c2c1	0.8	94	9	15	97	94	95	104	9	10	96
Cc1onc(-c2ccccc2)c1C(=O)NC(=S)NNC(=O)c1ccccc1O	0.9	98	18	-11	94	93	95	96	8	20	93
Nc1cccc(-c2ccc(CO)o2)c1	-0.3	94	10	-3	97	96	99	101	1	10	95
O=C1NC2(CCCc3ccccc32)C(=O)N1CCOc1ccc(Br)cc1 (stereo not given)	1.7	96	25	9	98	98	98	98	8	27	98
Cc1nc2ccccc2n1CC(=O)OCC(=O)NCCc1ccccc1	-0.1	99	63	7	99	98	101	97	0	6	99
Cc1ccc(S(=O)(=O)Nc2cc(C(F)(F)F)ccc2N2CCOCC2)cc1C	0.6	95	6	4	97	95	102	99	1	11	99
COc1ccc(-c2ccc(CCC(=O)O)n2NC(=O)c2ccc(C(C)(C)C)cc2)cc1	-0.4	98	13	6	101	94	100	107	-2	7	100

Nothing new here: an excerpt of the list.
SMILES	ABCB1 block	Cdc42 wt	GSH fluor	Pf gamet viab	Rab2A wt mod	Rac1 mut GTP	Rac1 wt GTP bind	Rab7 wt GTP bind	ABCG2 inh	Avidin fluor	HRas wt GTP
NCC12CC3CC(C1)CC(c1ccc(Cl)cc1)(C3)C2	1.2	101	13	10	100	102	105	98	8	10	101
C=CCn1c(O)c(N=NC(=S)Nc2ccccc2C)c2cc(S(=O)(=O)N3CCOCC3)ccc21	-1.1	109	18	19	101	101	112	102	-2	6	101

Remaining list, next part.
SMILES	ABCB1 block	Cdc42 wt	GSH fluor	Pf gamet viab	Rab2A wt mod	Rac1 mut GTP	Rac1 wt GTP bind	Rab7 wt GTP bind	ABCG2 inh	Avidin fluor	HRas wt GTP
COc1ccc(C2=NN3C(C2)c2ccccc2OC3c2cccs2)cc1 (stereo not given)	0.5	94	27	.	98	95	96	100	2	5	96
O=C(NCc1ccccc1)NC1CCCCC1	0.0	100	19	-2	99	98	98	99	2	15	100
CC(C)CCN(C(=O)COc1ccc(C#N)cc1)c1c(N)n(Cc2ccccc2)c(=O)[nH]c1=O	-1.2	89	8	.	95	91	91	95	3	9	92
COc1ccc(C2C3(C#N)C(N)=NC(OC)(OC)C23C#N)cc1 (stereo not given)	0.5	99	10	-34	98	96	98	91	9	11	97
CCN(CC)CCCOc1ccc(Cl)c(Cl)c1	0.4	103	10	.	98	102	107	101	0	6	102
CCC(OC(=O)CC1Sc2ccccc2NC1=O)C(=O)NCC1CCCO1 (stereo not given)	1.0	104	28	2	101	98	106	101	24	10	103
CCOC(=O)C1=C(CSc2nc(C)ccc2C#N)OC(N)=C(C#N)C1c1cccc(OC)c1OC (stereo not given)	5.5	?	31	-2	?	?	?	?	3	14	?
CC1Cc2ccccc2N1C(=O)COC(=O)CCc1nc2ccccc2c(=O)[nH]1 (stereo not given)	0.2	92	14	-23	99	91	96	93	10	9	96
Cc1cc(=O)[nH]c(N2CCN(Cc3ccccc3)CC2)n1	-0.1	99	42	.	97	97	108	101	0	11	102
Cn1c(Cn2c(=O)sc3ccccc32)nnc1SCC(=O)NCC1CCCO1 (stereo not given)	-0.1	106	15	.	103	102	106	106	0	24	103
O=C(CN1C(=O)c2cccc3cccc1c23)N1CCN(c2cccc(Cl)c2)CC1	0.3	109	21	14	106	101	103	99	0	9	106
CCCCNC(=O)Nc1ccccc1C(=O)Nc1ccc(OC)cc1	0.4	98	33	-7	99	98	104	96	2	4	99
CCCc1cc(=O)[nH]c(SCC(=O)NN(c2ccccc2)c2ccccc2)n1	-0.1	91	18	-20	91	90	96	94	0	8	92
Clc1ccc2oc(-c3cccnc3)nc2c1	0.0	100	36	.	100	99	102	103	27	16	99
O=C(CN1CCN(C(=O)c2ccco2)CC1)Nc1ccc(Cl)c(C(F)(F)F)c1	0.1	93	11	1	95	97	95	93	0	4	95
CCOP(=O)(c1ccc(N(C)C)cc1)C(O)c1ccc(Cl)cc1 (stereo not given)	0.0	100	16	-31	102	100	105	98	1	12	100
O=C(O)c1ccc(-c2nc(-c3cccc(C(F)(F)F)c3)cs2)cc1	0.4	94	12	3	93	88	96	93	16	6	92
COC(=O)c1ccc(C(=O)OC)c(NC(=O)COC(=O)C2CCCCC2)c1	0.7	102	10	.	102	100	106	100	6	31	101
CC(=O)Nc1ccc(S(=O)(=O)Nc2ccc(S(=O)(=O)N3CCCC3)cc2)cc1	1.4	100	11	0	96	100	101	102	4	21	99
COc1ccc(NC(=O)N(Cc2cc3cc(OC)ccc3[nH]c2=O)CC2CCCO2)cc1 (stereo not given)	1.8	98	37	.	97	96	97	99	7	11	96
COc1ccc(NC(=O)COC(=O)Cc2c(F)cccc2Cl)cc1OC	1.2	98	12	-13	97	97	102	99	6	9	99
COc1ccccc1NC(=O)CSc1nnc(Cc2cc(=O)[nH]c(=O)[nH]2)n1-c1ccccc1	0.3	102	38	.	98	97	104	97	1	10	99
Nn1c(SCC(=O)Nc2ccc3c(c2)OCO3)nnc1-c1ccc(Cl)cc1	0.1	98	7	-3	99	95	99	92	0	18	97
CCOc1ccc(Cc2nnc(SCC(N)=O)n2C)cc1	5.0	96	33	7	100	98	106	106	7	14	99
Cc1ccc(Cn2ncc(Cl)c(Cl)c2=O)cc1	0.1	96	7	21	97	93	98	102	0	0	97
COc1cc(C2c3c(-c4cc(C)cc(C)c4O)n[nH]c3C(=O)N2CCCO)cc(OC)c1OC (stereo not given)	1.0	103	26	4	97	98	100	96	15	12	96
O=C(Nc1ccc(Cl)cc1)N1CCN(c2ccc3nnc(-c4ccc(F)cc4)n3n2)CC1	-0.2	?	13	-25	?	?	?	?	0	9	?
Cc1ccc(Cl)cc1N(CC(=O)N1CCCCCC1)S(C)(=O)=O	1.2	103	23	.	102	103	105	99	5	13	101
NCCCCCc1nnc(SC/C=C/c2ccccc2)o1	0.5	101	31	1	100	98	103	100	2	7	99
COc1ccc(NC(=O)c2sc(N)nc2-c2ccccc2)cc1	0.4	98	12	20	97	97	101	98	3	22	98
O=C(COc1cccc(F)c1)Oc1ccc(C(=O)c2ccccc2)cc1	0.0	97	12	-17	102	101	99	102	0	13	99
CCCCCCCCNc1nc(Cl)nc(NCc2ccco2)n1	0.8	101	9	4	102	102	108	100	5	3	103
Cc1nn(Cc2ccccc2Cl)c(C)c1N	0.1	?	22	.	?	?	?	?	1	36	?
O=C(CSc1cccc2cccnc12)N/N=C/c1ccncc1	-1.4	94	14	.	99	95	101	104	37	9	99
COc1cccc(CC(=O)Nc2nc(-c3cc(OC)ccc3OC)cs2)c1	1.7	91	10	12	93	88	96	102	8	13	95
Cc1ccccc1N(C)C(=O)c1coc(=O)c2ccccc12	0.9	100	5	.	95	94	98	93	10	9	98
COc1cc2[nH]c(=S)n(CC3CCCO3)c(=O)c2cc1OC (stereo not given)	0.2	104	42	6	105	99	104	104	1	6	104
CC(=O)c1cccc(NC(=S)N2CCC(Cc3ccccc3)CC2)c1	1.2	98	13	.	101	95	103	107	24	10	100
O=C(CSc1nnc(-c2ccc(S(=O)(=O)N3CCOCC3)cc2)o1)c1ccccc1F	0.1	101	38	-4	100	100	105	102	0	8	100
Cc1ccc(C(=O)N/C(=C/c2ccco2)C(=O)NCCc2c[nH]c3ccccc23)cc1C	0.5	98	32	.	97	95	95	97	3	9	97
CC(C)c1c(O)c2c(n(-c3ccccc3)c1=O)CCCC2	-0.3	90	16	-29	95	93	93	96	-2	12	96
Cc1cc(C)cc(OCC(=O)Nc2ccc3c(c2)OCO3)c1	0.5	95	24	8	95	91	96	96	4	11	94
O=[N+]([O-])c1ccccc1/C=N/Nc1nc(N2CCCC2)nc(N2CCCC2)n1	3.5	89	14	15	91	91	99	98	12	20	92
COC(=O)Cc1csc(Nc2ccc(Cl)cc2)n1	1.5	101	8	.	100	99	104	100	12	5	101
Cc1ccc(C2=NN(CCC(=O)NCc3ccc4c(c3)OCO4)C(=O)CC2)cc1	2.9	?	226*	.	?	?	?	?	6	32	?
O=c1c(Cc2ccc(Cl)cc2)c(O)ccn1Cc1cccs1	0.6	96	14	9	96	92	97	102	7	10	97
S=C(c1ccc(N2CCOCC2)cc1)N1CCCCC1	0.6	111	8	-2	105	102	110	104	4	8	105
CCCC1CCC(C(=O)Nn2c(C)nc3ccccc3c2=O)CC1 (stereo not given)	0.5	103	23	.	101	99	104	98	2	25	100
COc1cccc(-c2cc(C(=O)O)[nH]n2)c1	0.0	99	9	.	96	98	100	94	0	18	98
CCOC(=O)c1cccc(NC2c3ccccc3C(=O)N2Cc2ccco2)c1 (stereo not given)	1.6	98	21	.	98	100	106	99	4	8	99
Cc1nn(-c2ccccc2)c(C)c1/C=N/NC(=O)c1cc(C(C)(C)C)[nH]n1	1.1	98	37	24	96	97	100	99	45	8	94
CN1CCN(c2ccc(C(=O)c3cn(-c4ccc(F)c(Cl)c4)nn3)cc2)CC1	2.0	101	15	21	99	96	97	95	14	9	100
O=C(CN1CCN(S(=O)(=O)c2ccc3ccccc3c2)CC1)NC(=O)NC1CCCCC1	0.4	91	12	5	92	93	90	92	0	17	92
Cc1ccc(-n2ncc3c(=O)[nH]c(SCC(=O)N4CCCC4)nc32)cc1C	0.6	103	18	.	101	98	108	96	2	7	100
COc1ccccc1N1CCN(C(=O)c2ccc3[nH]c4c(c3c2)CC(C)CC4)CC1 (stereo not given)	5.8	94	2	17	99	96	103	99	35	15	97
CCN1CCN(CCCN(Cc2ccco2)C(=S)Nc2cccc(Cl)c2C)CC1	1.6	98	10	-13	97	99	98	91	2	11	97
